Tat transport – E. coli Tat transport inhibition. E. coli MC4100 TorA-mCherry Tat export, fluorescence. inhibition, % at 10 µM. actives 0.036% (n = 340,000). AID 488895;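 active = mean replicate inhibition at least 50% and at least half of replicates individually reaching 50%; inconclusive = only one of the two criteria met; inactive = neither criterion met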;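 note: exported cargo escapes ClpAP degradation while cytoplasmic cargo is degraded and loses fluorescence; 0% = median of neutral control wells and 100% = median of NaSCN control wells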
RTF Ca sens act – cardiac RTF calcium sensitization; AID 493008; activation, % at 7.2 µM; P19429+P45379; IANBD-labeled TnC RTF fluorescence at EC20 calcium; 0% EC20 calcium, 100% full calcium; actives 0.24% (n = 340,000);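 active = activation above the mean over all tested compounds plus 3 SD, cut at about 30% in these data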;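 note: rise in fluorescence read as greater calcium sensitivity of cardiac thin filaments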
CAL PDZ FP-1 – human CAL PDZ-peptide interaction inhibition; inhibition, % at 20 µM; purified CAL PDZ, TMR-peptide fluorescence polarization, 1 h; AID 504414; actives 0.02% (n = 330,000);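 active = highest replicate inhibition of at least 40%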;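 note: plate controls were DMSO neutral control wells for no effect and unlabeled competitor peptide control wells for full effect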
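Test system: purified CerCALP PDZ construct; Compound dosing: one concentration, 20 µM compound; Also added: TMR-labelled reporter peptide T*-PRC34 bound in PDZ groove; Read-out: inhibition from polarization loss; Controls: unlabelled peptide and DMSO controls; Signal: FP readout, S and P plane fluorescence; Incubation: 1 h at RT.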
CAL PDZ FP-2 – CAL PDZ (human) peptide binding inhibition; Q9HD26; purified CAL PDZ, TMR-peptide fluorescence polarization, 1 h; inhibition, % at 24.9 µM; actives 0.92% (n = 300,000); AID 602252;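 active = mean inhibition of at least 30% with at least half of replicates also reaching 30%; inconclusive = no clear call, values can overlap the other calls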;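 note: 0% = DMSO neutral control and 100% = excess unlabeled competitor peptide PRC23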
CDK5 inh – inhibitors of human CDK5/p35 kinase; Recombinant CDK5/p35, ADP-Glo luminescence, 60 min; inhibition, % at 10 µM; actives 0.01% (n = 330,000); AID 488839;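 active = highest replicate inhibition of at least 50% and at least 75% of replicates reaching 50%; inconclusive = only one of the two criteria met; inactive = both criteria failed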;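 note: plate controls were DMSO neutral control for no effect and GW8510 at 10 µM for full effect; many of its hits are not listed in these tables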
Wnt act – activators of Wnt/beta-catenin signaling | actives 1.2% (n = 300,000) | activation, % at 9.35 µM | Wnt/beta-catenin reporter cell assay, activator, plate reader | AID 743398; in the data active = activation above about 30%, passing the limit was not always enough; inconclusive = no clear call, values can overlap the other calls;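 note: 0% = neutral control wells and 100% = positive control wells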
dFosB act – activators of mouse delta FosB homodimer. purified delta FosB, TAMRA-CDK5 oligo fluorescence polarization; percent of positive-control signal above neutral wells. activation, % at 25 µM. AID 493131. actives 0.99% (n = 340,000). P13346;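 active = mean activation above about 17%, with every replicate also reaching it, limit read from the data, passing the limit was not always enough; inconclusive = only one of the two conditions met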;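 note: fluorescence polarization rise as delta FosB binds a TAMRA Cdk5 AP-1 oligo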
Target sequence (P13346 whole entry, looked up): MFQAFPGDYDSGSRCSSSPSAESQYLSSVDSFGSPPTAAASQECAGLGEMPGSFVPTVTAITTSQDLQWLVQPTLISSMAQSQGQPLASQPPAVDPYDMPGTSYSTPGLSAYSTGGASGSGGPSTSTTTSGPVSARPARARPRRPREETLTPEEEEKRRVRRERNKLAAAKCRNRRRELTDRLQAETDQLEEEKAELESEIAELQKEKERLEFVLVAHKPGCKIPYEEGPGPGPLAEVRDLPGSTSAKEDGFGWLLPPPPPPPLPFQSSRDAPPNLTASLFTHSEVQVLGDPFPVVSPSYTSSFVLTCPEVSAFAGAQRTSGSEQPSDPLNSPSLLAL
Rtt109 HAT inh – inhibitors of Candida albicans Rtt109/Vps75 histone acetyltransferase. AID 540336. actives 0.16% (n = 330,000). purified Rtt109/Vps75, ThioGlo CoA-SH fluorescence, 4 h. inhibition, % at 34.9 µM;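 active = inhibition of at least 50% in every replicate; inconclusive = best replicate reaches 50% inhibition but some replicates fall short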
Target sequence (Q5AAJ8 whole entry, looked up): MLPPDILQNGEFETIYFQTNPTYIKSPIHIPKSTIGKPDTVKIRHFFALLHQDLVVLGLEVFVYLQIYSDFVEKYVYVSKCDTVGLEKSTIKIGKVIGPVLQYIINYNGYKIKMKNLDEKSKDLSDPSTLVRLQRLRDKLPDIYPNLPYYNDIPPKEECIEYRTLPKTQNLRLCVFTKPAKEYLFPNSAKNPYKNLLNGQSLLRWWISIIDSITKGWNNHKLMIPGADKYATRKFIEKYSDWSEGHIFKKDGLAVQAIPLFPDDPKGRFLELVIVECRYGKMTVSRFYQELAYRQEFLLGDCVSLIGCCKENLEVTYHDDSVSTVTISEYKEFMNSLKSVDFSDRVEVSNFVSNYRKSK
MITF TRPM1 HTS – increases MITF-driven TRPM1 promoter luciferase signal; actives 0.75% (n = 300,000); activation, % at 12.5 µM; SK-MEL-5 TRPM1-promoter luciferase, 24 h; % of positive control, neutral wells = 0; AID 588334;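 active = mean activation of at least 80% with every replicate also reaching 80%; inconclusive = mean reaches 80% but some replicate falls short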;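 note: 0% = neutral control wells and 100% = parthenolide positive control wells; values of inactives mirror those of a sister screen read the other way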
V-ATPase pH – alters yeast V-ATPase proton transport; actives 0.37% (n = 350,000); response, % at 10 µM; AID 504577; S. cerevisiae, pHLuorin cytosolic pH fluorescence; in the data active = response mostly above about 7.3%, no sharp cut-off; inactive = mostly below about 5.4%; note: actives read high; inactives centre near 0; some compounds called inactive have numbers as strong as hits
An asterisk follows results filed as active; ? = inconclusive; / = no result given.

SMILES	Tat transport	RTF Ca sens act	CAL PDZ FP-1	CAL PDZ FP-2	CDK5 inh	Wnt act	dFosB act	Rtt109 HAT inh	MITF TRPM1 HTS	V-ATPase pH
CCC(C)(C)NC(=O)c1ccc2c(c1)N(CC(=O)N1CCCC1)C(=O)C(C)(C)O2	3	0	0.5	/	-0.1	-1	0	-2	0	-2
CCCCCCSc1cc(-c2nc3ccc(C)cn3c2NCc2ccccc2)ccc1OC	1	2	-0.6	-5	-1.2	-3	-11	0	4	0
Cc1cc(C(=O)COC(=O)c2ccc(NC(=O)CC#N)cc2)c(C)n1C1CC1	6	0	-2.8	0	2.5	9	-6	2	50	-2
Cc1ccc[n+](CC(=O)Nc2ccc(N(C)C)cc2)c1	1	3	0.1	-1	-0.4	3	-4	3	/	-2
CC(C)[C@H](NC(=O)c1ccccc1)C(=O)OCC(=O)NCCc1ccc(F)cc1	3	-1	-1.0	-4	-1.0	-3	-3	0	-10	-1
CCCCCCCCCC[N+](C)(C)CC/C=C1/c2ccccc2Sc2ccc(Cl)cc21	?	-14	-0.4	-2	-0.3	/	-69	4	-5	2
CCOC(=O)CCSc1cc(C)c2ccccc2n1	-4	-4	-0.7	-4	0.5	-1	-2	10	-7	-6
C#CCOc1ccc(C2C3=C(CCCC3=O)N(CC(=O)O)C3=C2C(=O)CCC3)cc1Br	9	2	-0.8	-4	-0.5	1	-10	-101	-3	1
CCOC(=O)c1oc2ccc(Br)cc2c1NC(=O)CN1CCN(C)CC1	-3	0	-0.8	/	-0.7	/	-9	-1	28	-1
CCOC(=O)[C@@H]1[C@H]2COc3cc(OC)ccc3[C@H]2N2C(=O)N(c3ccc(C)cc3)C(=O)[C@]12C	6	3	0.2	-4	-1.6	-1	-6	8	13	-3
O=C(CCNC(=O)c1ccccc1Cl)NCc1ccco1	6	-7	-1.8	-2	-10	-1	-6	-5	-6	-1
Cc1ccc(C(=O)N/C(=C\c2ccc(-c3cccc([N+](=O)[O-])c3)o2)C(=O)NCCCN2CCOCC2)cc1	2	0	-2.2	-1	/	-1	9	4	-15	6
CC(C)OC(=O)c1ccc(Cn2nnc3ccccc3c2=O)cc1	9	4	-0.9	/	0.7	/	-6	-3	28	2
CCCCCCCCCCCCCCCCCCNc1ccn(C2OC(COP(=O)(O)OCC3OC(n4cc(F)c(=O)[nH]c4=O)CC3O)C(O)C2O)c(=O)n1 (stereo unspecified)	14	0	-0.9	-1	-4.0	0	-20	13	5	-7
COc1ccc(S(=O)(=O)NCCc2cn3nc(C)c(C)nc3n2)cc1C	-7	1	-2.6	0	0.6	1	-7	-14	11	1
CC1(c2cccc(Br)c2)NC(=O)N(CC(=O)Nc2ccc(S(N)(=O)=O)cc2)C1=O (stereo unspecified)	1	-1	-3.3	-4	-0.4	0	-2	-1	-8	1
COc1ccc(-c2n[nH]c3c2CN(C(=O)c2ccc(OC)c(OC)c2)CC3)cc1	-4	-6	-4.0	-7	-0.5	0	-1	-7	-24	-3
CC(=O)c1ccc(N2CCN(S(=O)(=O)c3ccccc3)CC2)c(F)c1	3	5	-0.8	7	0.2	1	7	-2	12	-1
O=C(Nc1cccs1)Nc1c(F)c(F)c(F)c(F)c1F	-15	0	0.0	0	-0.3	22	5	-3	3	0
CCOc1ccccc1N1CCN(Cc2c(C)n(C)n(-c3ccccc3)c2=O)CC1	-8	1	-0.2	1	-0.5	/	6	0	6	-1
COCCCn1c(SCC(=O)Nc2oc(C)c3c(C)n[nH]c(=O)c23)nc2ccccc2c1=O	1	-5	-2.6	-6	0.4	-5	-7	2	1	0
NC(N)=NCCC[C@H](NC(=O)OCc1ccccc1)C(=O)O	2	3	0.8	4	3.3	-2	2	1	-7	1
Cc1ccc(C)c2[nH]c(=O)c(CN(CC3CCCO3)S(=O)(=O)c3ccc4c(c3)OCCO4)cc12 (stereo unspecified)	11	0	-1.3	/	-0.3	/	-15	-2	-2	3
CCOC(=O)c1cc(-c2ccccc2)nn1CC1CC(c2ccc(OC)cc2)=NO1 (stereo unspecified)	11	-5	-0.4	0	-0.4	-1	0	9	12	-7
CCCc1cc(=O)[nH]c(SCC(=O)c2cc(C)n(CC3CCCO3)c2C)n1 (stereo unspecified)	1	3	-1.0	/	0.1	-2	-8	0	-9	4
COCCn1c(C)cc(C(=O)COc2cccnc2[N+](=O)[O-])c1C	-8	3	-0.1	/	-0.3	-1	-1	11	-9	-1
Cc1ccc2c(c1)c1c(n2C)-c2[nH]ncc2CC1	1	10	/	-3	0.3	41*	-6	-9	/	-2
CCCN1CCN(CCCNC(=O)Cn2ncc3c4ccccc4n(C)c3c2=O)CC1	-8	0	-0.1	/	0.1	-4	0	14	10	-2
COc1cccc(NC(=O)COC(=O)c2ccc3ccccc3n2)c1	-4	3	-0.8	3	4.3	-6	-10	13	-11	-6
O=C(Cn1c(=O)oc2cc(S(=O)(=O)N3CCCC3)ccc21)NCc1ccc(F)cc1	1	-4	0.5	-4	-0.9	-1	2	-1	-7	-2
CC(C(=O)NC1C=CS(=O)(=O)C1)N1C(=O)/C(=C\c2ccccc2)SC1=S (stereo unspecified)	-9	-6	-1.1	-3	-3.1	-2	-3	?	-6	-2
Cc1ccc(-c2nn3c(C)nnc3s2)cc1NC(=O)c1ccc(-c2ccc(Cl)cc2Cl)o1	-4	1	-2.6	-4	3.9	/	-25	-4	-100	-1
CC1CCC(C(=O)NNC(=O)c2cc(-c3ccco3)[nH]n2)CC1 (stereo unspecified)	-11	0	-3.7	-1	-0.8	1	-8	-4	-5	0
O=C(NC12CC3CC(CC(C3)C1)C2)c1cncc(Br)c1	-5	-1	-2.5	22	0.5	2	3	9	37	4
O=C(CN1CCCCCC1)NCC1CCCO1 (stereo unspecified)	2	2	0.3	0	0.8	-2	-2	-10	8	1
Cc1cc(F)ccc1S(=O)(=O)N1CCC2(CC1)OCCN2S(=O)(=O)c1cccs1	7	-1	-1.4	-6	0.2	-2	-15	-2	-1	3

The list goes on, overlapping the part above by two compounds.
SMILES	Tat transport	RTF Ca sens act	CAL PDZ FP-1	CAL PDZ FP-2	CDK5 inh	Wnt act	dFosB act	Rtt109 HAT inh	MITF TRPM1 HTS	V-ATPase pH
O=C(CN1CCCCCC1)NCC1CCCO1 (stereo unspecified)	2	2	0.3	0	0.8	-2	-2	-10	8	1
Cc1cc(F)ccc1S(=O)(=O)N1CCC2(CC1)OCCN2S(=O)(=O)c1cccs1	7	-1	-1.4	-6	0.2	-2	-15	-2	-1	3
CCCCOc1ccc(C2C3CN(C(=O)OCC)CC=C3C(C#N)=C(N)C2(C#N)C#N)cc1OC (stereo unspecified)	-3	0	0.5	/	0.1	-3	8	3	-14	2
COc1ccc(NC2CCCN(C(=O)c3ccccc3C(F)(F)F)C2)cc1 (stereo unspecified)	2	3	-1.4	-6	-0.6	2	-11	-3	0	1
O=C(CN1C(=O)C2CC=CCC2C1=O)Nc1ccc(S(=O)(=O)NC2=NCCCCC2)cc1 (stereo unspecified)	-1	-3	-1.1	2	-0.1	5	-6	-4	3	7
CN1CCN(C(=O)C2=C[C@H](c3ccc4c(c3)OCO4)C[C@H](OCCCCO)O2)CC1	-3	-4	0.9	-4	0.8	0	-1	2	-4	1
O=C(NCCC(c1ccccc1)c1ccccc1)c1cccs1	7	-4	0.1	-2	-3.8	6	-4	0	15	-1
Cc1noc(C)c1C(=O)N1CCc2ccccc2C1	-4	-7	/	-2	1.0	/	-2	10	-7	-2
Cc1ccc(NS(=O)(=O)c2cc(NC(=O)c3cc(=O)[nH]c(=O)[nH]3)ccc2Cl)c(C)c1	0	7	-3.8	26	-1.4	-2	-28	5	6	2
COc1ccc(COC(=O)C2CCN(S(=O)(=O)c3ccc(C)cc3)CC2)cc1	5	5	-1.3	-3	1.2	-1	1	-2	9	7
CC(=O)C1=C(c2ccccc2)NC(=O)NC1c1ccccc1OCC(=O)NCc1ccccc1 (stereo unspecified)	5	0	-1.4	-1	0.1	1	-8	-3	0	-1
O=C(Nc1nc2cc3c(cc2s1)OCCO3)c1ccc(N2C(=O)CCC2=O)cc1	7	-2	-0.2	-4	-1.1	2	-4	3	6	-2
CN(CC(=O)NCc1ccc(F)cc1)S(=O)(=O)c1cccc2nsnc12	-2	4	-0.5	3	2.1	-6	-2	-2	/	-1
COc1cccc2[nH]c3c(N4CCC(C)CC4)ncnc3c12	2	8	0.0	-1	2.0	11	4	3	29	-3
S=C(NNC(=S)Nc1ccccc1)Nc1ccccc1	-5	0	-0.5	0	0.9	26	-7	11	62	-4
COc1ccccc1OCCC(=O)O	-6	-2	-2.0	-2	-2.1	1	5	5	6	-6
CCOC(=O)N1CCN(C(=O)COC(=O)c2ccc(O)cc2O)CC1	-8	8	-0.6	/	0.0	1	-4	2	-7	-4
NC1=NC(=O)/C(=C/c2cccs2)S1	-10	-7	-1.7	-2	0.6	/	-8	-3	28	0
COC(=O)c1cc(C)nc2c1C(=O)C(=O)C=C2N1CCOCC1	-6	0	0.7	-5	4.7	-10	-6	6	/	-1
COCCN(C(=O)COC(=O)/C=C/c1ccc(OC)c(OC)c1)c1c(N)n(Cc2ccccc2)c(=O)[nH]c1=O	-4	-4	-3.1	-6	-0.2	2	?	2	-4	4
CN(C)c1ccc(C(=O)c2ccc(O)cc2O)cc1	-4	-4	/	3	0.9	14	0	7	47	-3
CCOCCCN(C)C1CCN(C(=O)c2oc3ccccc3c2NC(=O)c2cccc([N+](=O)[O-])c2)CC1	3	-3	-0.4	3	1.8	2	-6	21	12	0
CCOc1ccc(S(=O)(=O)NCCC(=O)N2CCCN(C)CC2)cc1	12	-2	-1.4	-6	0.6	-1	-2	-10	-4	2
COc1ccccc1NC(=O)N1CCN(c2cccc(C(F)(F)F)c2)CC1	5	2	-0.1	1	-0.5	0	0	8	12	1
Cc1ccc(N=Cc2ccc(N(C)C)cc2)cc1C	8	-1	-0.7	-7	1.1	2	-3	6	-13	-1
COc1ccc2c(c1)c(=O)oc1c(C)c(OCc3ccc(C(=O)O)cc3)ccc12	-1	-4	-1.7	-4	2.0	/	8	12	10	1
O=C(NCc1cccnc1)Nc1ccccc1F	-1	-3	-0.4	-4	-0.3	/	4	4	5	-1
CCN1CCN(CC(=O)Nc2nc3ccccc3s2)CC1	-5	-4	0.1	-6	-1.9	2	-5	-17	/	-4
CCC1CCCCN1C(=O)COc1ccc2c(c1)OCO2 (stereo unspecified)	-4	-2	-1.4	-8	0.1	-2	-8	19	-1	-3

Source: PubChem BioAssay (several laboratories)
